# DRD3 agonist: D3 dopamine receptor (human) agonism. P35462. max activation, %. 0.58% of 410,000 active. D3R DiscoveRx beta-arrestin cells, luminescence, 90 min; in the data active means max activation above about 30%; further: 0% is about no effect; mostly tested at two doses, the higher about 12 µM
# Target sequence (P35462 whole entry, looked up): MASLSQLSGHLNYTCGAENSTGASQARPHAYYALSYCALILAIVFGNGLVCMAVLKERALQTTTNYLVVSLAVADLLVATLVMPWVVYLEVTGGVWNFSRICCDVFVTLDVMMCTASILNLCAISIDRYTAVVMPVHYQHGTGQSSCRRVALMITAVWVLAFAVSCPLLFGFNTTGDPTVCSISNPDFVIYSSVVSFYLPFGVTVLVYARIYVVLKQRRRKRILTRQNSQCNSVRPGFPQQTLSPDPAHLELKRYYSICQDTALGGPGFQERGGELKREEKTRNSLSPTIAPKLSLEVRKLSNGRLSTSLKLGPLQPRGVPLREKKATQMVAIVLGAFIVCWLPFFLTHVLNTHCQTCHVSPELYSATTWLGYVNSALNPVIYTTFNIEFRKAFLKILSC
#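 Agonist-mode cell screen: cells plated at 1500/well and incubated overnight at 37 °C, then exposed to library compounds for 90 min at 37 °C. Detection reagent was added for 30–60 min at room temperature, and luminescence was read.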
# HT1080 IDH1KD tx: toxicity to HT-1080 IDH1 knockdown cells (counter line); HT-1080 IDH1 knockdown viability, ATP luminescence, 48 h; AID 686971; 2% of 360,000 active; Potency, µM (titrated, usually from 46.1 µM), without a hit: at the highest dose activity, negative = toxicity, actives largely listed as cytotoxic;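 further: potency means the concentration at half of the fitted maximal effect; 0% = DMSO wells and -100% = cell-free medium wells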
#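 In this qHTS, HT-1080 cells depleted of IDH1 are exposed for 48 h at 37 °C to compound titrations. Toxicity is scored from CellTiter-Glo luminescence, with DMSO as full viability and medium alone as none.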
# HEK293 tox: cytotoxic in the GLP-1 receptor inverse agonist counter-screen | HEK293 cAMP-luciferase reporter cells, luminescence, 24 h | Potency, µM (titrated, usually from 38.3 µM), without a hit: at the top dose activity change, negative = inhibition, actives largely listed as inhibitors | 0.13% of 410,000 active | AID 624418;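 further: loss of luciferase light is scored as toxicity; potency means the concentration at half of the fitted maximal effect; on the % scale 0 is the no-effect control and ±100 the full control effect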
#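 Step one: seed cells (200 cells/uL, DMEM with 10% Nu serum, 1% pen-strep). Step two: 12-hour incubation at 37 deg C. Step three: pin 23 nL compound, incubate 24 hr. Step four: add luciferase reagent, read luminescence 12 min later.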
# HT1080NT lethal: kills 2HG-producing HT-1080-NT fibrosarcoma cells; HT-1080-NT fibrosarcoma viability, CellTiter-Glo ATP luminescence, 48 h; Potency, µM (top dose mostly 46.1 µM), inactives show at the top dose activity, negative = less viability, hits mostly cytotoxic; 1.6% of 360,000 active; AID 686970;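 further: NT is the 2HG producing partner of a matched IDH1 knockdown line; potency means the concentration at half of the fitted maximal effect; 0% = DMSO-treated cells and -100% = media-only wells without cells; nearly all actives have a fitted effect of over 55% in size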
#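 A 48-hour cytotoxicity screen used HT-1080-NT cells plated 2 hours before compound delivery. ATP-based CellTiter-Glo luminescence measured viability, normalized to DMSO and no-cell controls.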
# KB-V1 MDR tox: KB-V1 MDR subline cytotoxicity; KB-V1 MDR cells viability, CellTiter-Glo, 72 h; Potency, µM (top dose mostly 46.1 µM), inactives show top-dose activity change, negative = cytotoxicity, most hits filed as cytotoxic; 3.4% of 400,000 active; AID 1347076; further: potency means the concentration at half of the fitted maximal effect; on the % scale 0 is the no-effect control and ±100 the full control effect; nearly all actives have a fitted effect of over 60% in size
#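 In this primary screen, KB-V1 cells overexpressing P-gp are incubated with library compounds (lowest to highest concentration) for 72 h at 37 degrees C before a luminescent ATP viability read.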
# SW480 rereplic: DNA re-replication induction in SW480 cells. SW480 DNA re-replication, Hoechst DNA content imaging, 48 h. Potency, µM (highest dose often 46.1 µM), without a hit: at the top dose re-replication activation, hits mostly activators. 1.8% of 340,000 active; further: potency means the concentration at half of the fitted maximal effect; % of control where 0% means no effect; nearly all actives have a fitted effect of over 55% in size
#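 Readout is total intensity of Hoechst-stained nuclei, excited at 405 nm and collected at 500-530 nm. Compound treatment lasted 48 hr at 37 C in 5% CO2 before staining.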
# KB-3-1 cytotox: kills parental KB-3-1 adenocarcinoma cells. Potency, µM (series often up to 46.1 µM), inactives show at the top dose activity change, negative = cytotoxic, hits mostly cytotoxic. 1.4% of 400,000 active. AID 1347075. KB-3-1 viability, CellTiter-Glo ATP luminescence, 72 h; further: potency means the concentration at half of the fitted maximal effect; on the % scale 0 is the no-effect control and ±100 the full control effect; nearly all actives have a fitted effect of over 60% in size
#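 Screening of KB-3-1 cells (DMEM, 10% FBS, phenol-red free) ran from lowest to highest compound concentration; after 72 h at 37 °C viability was read luminescently and curves fitted.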
# IL1B secr inh: inflammasome signaling inhibition, IL-1 beta readout | THP-1 LPS/ATP IL-1B secretion, AlphaLISA, 16 h; stronger effect = lower value | activity change, % at 57.5 µM | 4.7% of 360,000 active | AID 743279; in the data active means activity change below about -50%; inconclusive means mostly about -30% to -49%; further: on the % scale 0 is the no-effect control and ±100 the full control effect
#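 Secreted IL-1B measured by AlphaLISA bead assay after 16 h compound exposure of THP-1 cells; compounds (final up to 57.5 uM) added 1 h before LPS (250 ng/mL) and ATP (1.25 mM) stimulation; lower signal means less secretion.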
# MCF10A rerep: DNA re-replication induction in MCF 10a cells; MCF 10A DNA re-replication, Hoechst nuclear intensity, 48 h; 2.9% of 350,000 active; Potency, µM (highest dose often 46.1 µM), without a hit: at the top dose activity, positive = re-replication, most hits filed as activators; AID 624296; further: potency means the concentration at half of the fitted maximal effect; % of control where 0% means no effect; nearly all actives have a fitted effect of over 50% in size
# An asterisk follows results filed as active; ? = inconclusive; / = not tested or not shown; & = joins results of further samples; [ ] = another dose, or the depositor's remark. Unless noted, the call rests on the fitted dose curve; in most records, active means well fitted curve in the direction sought with a large enough effect; inconclusive means small, poorly fitted or top-dose-only effect, or another doubt; inactive means no such curve, though single readings can be large; an effect the other way counts as inactive or inconclusive.
SMILES,DRD3 agonist,HT1080 IDH1KD tx,HEK293 tox,HT1080NT lethal,KB-V1 MDR tox,SW480 rereplic,KB-3-1 cytotox,IL1B secr inh,MCF10A rerep
O=C(O)CCCC(=O)N1N=C(c2c(-c3ccccc3)c3cc(Cl)ccc3[nH]c2=O)CC1c1cccs1 (configuration not stated),-4,0%,-2%,6%,-15%,-3%,-2%,36,13%
CCn1c(=O)n(CC(=O)Nc2cccc(OC)c2)c(=O)c2ccccc21,9,8%,-7%,7%,-14%,0%,12%,27,-5%
CCOc1ccc(NC(=O)N2CCCC2C(=O)NCC2CCCO2)cc1 (configuration not stated),-5,19%,4%,19%,0%,-24%,4%,-23,-1%
O=C(NCCCc1ccccc1)c1cccc(S(=O)(=O)N2CCOCC2)c1,-2,3%,1%,3%,9%,-1%,2%,17,3%
S=C(NC12CC3CC(CC(C3)C1)C2)N1CCOCC1,1,0%,1%,-2%,-5%,-20%,-14%,0,-2%
Fc1ccc(C2=Nc3cccc4cccc(c34)N2)cc1,-1,1%,4%,-2%,12%,26%,0%,14,-3%
COc1ccc(-c2n[nH]c(=S)n2CC(C)C)cc1,0,1%,-18%,7%,0%,-14%,-3%,-4,2%
O=C(c1ccco1)N1N=C(c2ccc(Br)cc2)CC1c1ccco1 (configuration not stated),13,10%,11%,5%[9.24 µM],29%,-45%[inhibitor],6%,-67*,1%
Cc1ccc(N(C(=O)CCC(=O)Nc2cc(C)on2)C(C(=O)NC2CCCC2)c2cccs2)cc1 (configuration not stated),-3,-6%,-16%,-11%,?,2%[9.22 µM],-4%,-26,-7%
COc1cc(-c2noc(-c3ccc(N4CCOCC4)c([N+](=O)[O-])c3)n2)cc(OC)c1OC,4,/,-1%,/,1%,/,1%,/,/
O=C(Cn1ncc2c3ccccc3n(Cc3ccccc3F)c2c1=O)NCCc1ccc(Cl)cc1,-11,/,0%,/,0%,/,2%,/,/
CCCn1c(=N)n(CC(O)COc2ccc(C)cc2)c2ccccc21 (configuration not stated),-8,16µM*,-15%,16µM*,?,?,-27%,/,-32%[inhibitor]
COc1ccccc1Cc1nnc(NC(=O)C2CCN(C(=O)c3ccco3)CC2)s1,6,5%,3%,-6%,-27%,-6%,3%,14,0%
COC(=O)C1Cc2c([nH]c3ccccc23)C(C)N1 (configuration not stated),0,10%,2%,16%,5%,4%,5%,-25,11%
COc1cccc(N2CCN(c3ccc4nnc(CCC(=O)Nc5ccc(F)cc5F)n4n3)CC2)c1,-3,-3%,-1%,-3%,17%,3%,0%,11,0%
CCOc1ccc(CCNS(=O)(=O)c2cnc[nH]2)cc1OCC,4,0%,-3%,5%,3%,-16%,3%,2,6%
O=C(Nc1cc(C(=O)N2CCN(c3ccccc3O)CC2)ccc1Cl)c1cccs1,-11,-1%,15%,-1%,-16%,?,16%,?,?
Cc1ccccc1C(=O)N1CCC(C(=O)OCc2ccccn2)CC1,-2,5%,-2%,-7%,-4%,-2%,0%,12,0%
CC(=O)c1cc(-c2ccccc2)n(CCC(=O)NC2CCCCC2)c1C,-5&2,1%,-12%&-10%,8%,-16%&-3%,2%,1%&19%,2,-2%
COc1ccc(C2(C(=O)NCCc3ccccc3)CCCC2)cc1,3,-2%,-23%,8%,-1%,-6%,-11%,-5,12%
Cc1ccc2nc(NCc3ccc(F)cc3)c3nncn3c2c1,3&-1,-2%,0%&-4%,0%,1%&9%,-7%,27%&-2%,-16,4%
O=S(=O)(c1ccccc1)N1CCN(Cc2ccccc2)c2ccccc21,-4,0%,89%[activator],-7%,18µM*,1%,-30%,-5,2%
Cc1ccc(CN(N=Nc2nonc2N)c2nonc2N)c(C)c1,3,?,-23%,?,0%,?,-4%,15,?
NC(=O)CSc1oc(-c2cccs2)nc1S(=O)(=O)c1ccccc1,2,5%,4%,4%,-18%,3%,10%,18,3%
Oc1ccccc1-c1nc(N2CCN(Cc3ccccc3)CC2)c2ccccc2n1,2,-6%,-13%,-9%,-1%,-7%,-9%,13,?
CCN(c1ccccc1)S(=O)(=O)c1ccc(C(=O)Nc2nnc(-c3ccco3)o2)cc1,1,?,-21%,?,0%,23µM*,-3%,14,8%
CC1=CC(C)(C)NC(=S)N1c1ccc(N(C)C)cc1,9,4%,-12%,8%,4%,0%,4%,-4,3%
CN(c1ccccc1)S(=O)(=O)c1cccc(NC(=O)CSc2n[nH]c(N)n2)c1,8,-20%,-7%,-5%,11%,0%,-2%,26,-21%
O=C(CSc1nc2[nH]ncc2c(=O)[nH]1)NCCc1ccccc1,1,1%,9%,2%,-8%,10%,4%,4,-6%
C=C(C)C1CC=C(C)/C(=N/NC(=O)c2ccc(NC(=O)CCC)cc2)C1 (configuration not stated),-15,-4%,4%,5%[9.24 µM],-2%,-3%,-10%,-22,?
CN(C(=O)COC(=O)c1ccc(Br)c([N+](=O)[O-])c1)c1c(N)n(Cc2ccccc2)c(=O)[nH]c1=O,-20,0%,12%,-3%,43%,-5%,-2%,-12,14%
O=C(Nc1nnc(C2CC2)s1)c1cncc(Br)c1,-2,7%,3%,1%,8%,6%,1%,-16,-6%
Oc1ccccc1-c1cc(-c2ccccc2Cl)[nH]n1,-1,-23%,10%,1%,21µM*,-2%,-25%,?,?
CN(C)CCCNC(NC(=O)/C=C/c1ccccc1)C(Cl)(Cl)Cl (configuration not stated),12,9%,-2%,21%,0%,-80%[inhibitor],13%,-2,5%
COc1ccc(N2CCN(S(=O)(=O)CCNC(=O)c3cccs3)CC2)cc1,2,0%,-5%,1%,-7%,2%,-1%,7,-2%
Nc1ccn([C@@H]2O[C@H](C(=O)NCC(F)(F)F)[C@@H](O)[C@H]2O)c(=O)n1,4,28%,6%,22%,14%,/,0%,21,/
O=C(Nc1ccc(F)cc1)N1CCCN(c2ccc(C(F)(F)F)cn2)CC1,0,?,-7%,-17%,-8%,-7%,?,-14,-1%
COCCOC(=O)C1=C(C)NC2=C(C(=O)CCC2)C1c1ccc2c(c1)OCO2 (configuration not stated),1,?,-25%,4%,-4%,12%,-9%,11,-4%
O=C(NCC1CCN(C(=O)c2ccc([N+](=O)[O-])cc2)CC1)C(=O)Nc1ccccc1,0,11%,0%,20%,?,-5%,-9%,20,-3%
Fc1ccccc1OCc1nc(-c2ccc(-n3cccc3)cc2)no1,8,/,-13%,/,6%,/,3%,/,/
COc1ccccc1N=NC1=C(O)CC(C)(C)CC1=O,-7,-11%,-3%,-11%,0%,0%,-1%,20,?
COc1ccc(CCNC(=O)CNC(=O)Cn2cnc3sc(C)c(C)c3c2=O)cc1OC,7,4%,-9%,1%,1%,-2%,26%,6,-4%
Cc1cccc(NC(=O)C[n+]2ccc(N(C)C)cc2)c1,-12,?,2%,?,27%,3%,13µM*,0,?
S=C(NCCc1ccccc1)Nc1ccc(N2CCCCC2)cc1,3,-3%,-27%,-1%,4%,-13%,1%,105,11%
O=S(=O)(Nc1ccc2c(c1)OCO2)c1cccs1,1,4%,6%,14%,0%,2%,0%,33,5%
COc1ccc(-c2n[nH]c3c2C(c2ccc(OC)c(OC)c2)N(c2ccccc2)C3=O)cc1 (configuration not stated),7,?,-27%,?,15µM*,-2%,?,-24,22%
O=[N+]([O-])c1ccc(C2=NN(c3ccccc3)C(c3ccco3)C2)cc1 (configuration not stated),-17,9%,9%,-1%,17%,-3%,-1%,-19,4%
Cc1ccc(C)c(S(=O)(=O)N2CCN(C(=O)C3CC3C)CC2)c1 (configuration not stated),2,5%,15%,-1%,?,-8%,3%,-3,-2%
CC(C)CCN1CCN(Cc2ccc(C#CC(C)(C)O)s2)CC1CCO (configuration not stated),1,-7%,3%[0.307 µM],-3%,-22%,3%,-1%,-26,?
CC(OC(=O)c1ccc(Cl)nc1)C(=O)NC1(C#N)CCCCC1 (configuration not stated),-1,1%,5%,-5%,-13%,-6%,-1%,-6,7%
CCCn1c(SCC(=O)Nc2cc(S(=O)(=O)N3CCOCC3)ccc2OC)n[nH]c1=O,-3,14%,-12%,16%,-5%,15%,14%,-20,-56%[inhibitor]
CN1C(=O)Cc2cc(S(=O)(=O)CCC(=O)Nc3ccccc3)ccc21,2,/,1%,/,29%,/,15%,/,/
Cc1ccc(Cl)cc1N1CCN(CCNC(=O)Nc2ccc(Cl)cc2)CC1,-8,/,0%,/,-7%,/,6%,/,/
CCOCCCNC(=O)/C(C#N)=C/c1ccc(C)o1,-9,24%,4%,18%,1%,0%,6%,-13,3%
COc1ccccc1NNC(=O)c1cc(C(C)(C)C)nn1Cc1ccccc1,7,-10%,-15%,-2%,?,10%,-3%,-56*,17%
CCCCn1c(N)c(N(CCOC)C(=O)COC(=O)COc2ccccc2C#N)c(=O)[nH]c1=O,1,22%,-13%,0%,?,2%,4%,7,-3%
CCn1cc(/C=C(\NC(=O)c2ccccc2Cl)C(=O)N2CCOCC2)c2ccccc21,4,-1%,-2%,-2%,-12%,0%,0%,8,0%
CCN(Cc1ccccc1)C(=O)CSc1ncn[nH]1,-7,15%,13%,9%,14%,-1%,14%,-9,4%
Cc1cccc(-n2c(-c3ccco3)nc3c(cnn3-c3ccc(F)cc3)c2=O)c1,-13,/,3%,/,-4%,/,?,/,/
O=C(Cn1nnc2ccccc21)N1CCCCC1,9,3%,-10%,8%,7%,-1%,13%,-19,1%
Cc1cc(Cl)ccc1NC(=S)N1CCN(Cc2ccccc2)CC1,2,18%,-23%,8%,23µM*,-42%[inhibitor],-12%,0,12%

# From PubChem BioAssay
